# INS-1E rescue = preserves ATP levels in cytokine-treated INS-1E cells. protection from cytokine-induced ATP loss, % at 10 µM. INS-1E cytokine-induced death, ATP luminescence, 48 h; normalised: neutral wells 0, positive control 100. AID 488910. 20,000 compounds, 0.1% hits;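 active = mean replicate protection from cytokine-induced ATP loss at least 50% and at least 75% of replicates each reaching 50%; inconclusive = meets only one of the two criteria, mean or replicate share; inactive = fails both the mean and replicate share criteria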
#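 assay system = INS-1E rat insulinoma cells | amount = 8000 cells per well | medium = phenol-red-free RPMI with 5% fetal bovine serum | doses = one compound concentration, pin transfer | timing = 48 h cytokine plus compound treatment, 10 min reagent incubation | also added = IL-1β, TNF-α and IFN-γ cytokine mix | signal = CellTiter-Glo luminescence measuring cellular ATP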
# T cruzi intra = intracellular Trypanosoma cruzi inhibition. activity score (inhibition), % at 5.01 µM. AID 651903. intracellular Trypanosoma cruzi in host cells, plate reader. 22,000 compounds, 4.9% hits; in the data active = activity score above about 55%; inconclusive = no clear call, values can overlap the other calls;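 note: parasites and compound incubated about four days before reading; 0% = median of neutral control wells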
# Numbers without * were called inactive; ? = inconclusive; . = not tested or not shown. This is a random part of the collection. Share with any hit: about 5.6%.
# Order of values – INS-1E rescue, T cruzi intra
C[C@@H]1CN([C@H](C)CO)C(=O)Cc2cc(NS(=O)(=O)c3ccccc3)ccc2O[C@H]1CN(C)Cc1ccc(Cl)c(Cl)c1
→ -9.8, 73.1*
C[C@H](CO)N1C[C@H](C)[C@@H](CN(C)S(=O)(=O)c2ccc(F)cc2)Oc2c(NC(=O)c3nc4ccccc4s3)cccc2C1=O
→ -13.0, ?
Cc1ccc(S(=O)(=O)N(C)C[C@@H]2Oc3ccc(NS(=O)(=O)c4c(C)noc4C)cc3CC(=O)N([C@@H](C)CO)C[C@@H]2C)cc1
→ 6.2, 5.0
C[C@H](CO)N1C[C@H](C)[C@@H](CN(C)Cc2ccncc2)Oc2c(NS(C)(=O)=O)cccc2C1=O
→ 5.4, -15.1
C[C@@H]1CN([C@@H](C)CO)C(=O)c2cc(NS(=O)(=O)c3ccc(Cl)cc3)ccc2O[C@@H]1CN(C)CC1CCCCC1
→ ., 2.3
C[C@@H]1CCCCO[C@H](CN(C)C(=O)Nc2ccc3c(c2)OCO3)[C@@H](C)CN([C@H](C)CO)C(=O)c2cc(NS(=O)(=O)c3ccc(F)cc3)ccc2O1
→ 10.0, -0.5
C[C@H]1CN([C@@H](C)CO)C(=O)c2cccc(NC(=O)C3CCCCC3)c2O[C@@H]1CN(C)Cc1ccccc1
→ -10.1, 29.5
Cc1ccc(S(=O)(=O)Nc2ccc3c(c2)C(=O)N([C@@H](C)CO)C[C@H](C)[C@@H](CN(C)Cc2ccc(Oc4ccccc4)cc2)O3)cc1
→ -15.3, 2.7
C[C@@H]1CN([C@@H](C)CO)C(=O)Cc2cc(NS(=O)(=O)c3ccc(F)cc3)ccc2O[C@@H]1CN(C)S(=O)(=O)c1ccc(F)cc1
→ 0.7, 54.2
C[C@H](CO)N1C[C@H](C)[C@H](CN(C)S(C)(=O)=O)Oc2ccc(NC(=O)Nc3ccccc3)cc2CC1=O
→ -12.2, .
Cc1noc(C)c1NC(=O)N(C)C[C@H]1Oc2c(NC(=O)Nc3cccc4ccccc34)cccc2C(=O)N([C@@H](C)CO)C[C@@H]1C
→ -2.8, -10.5
C[C@@H]1CN([C@@H](C)CO)C(=O)c2cccc(NC(=O)Nc3ccc(F)cc3)c2O[C@@H]1CN(C)Cc1ccc(Oc2ccccc2)cc1
→ -21.7, -11.9
Cc1cc(C(=O)Nc2cccc3c2O[C@@H](CN(C)C(=O)NC(C)C)[C@@H](C)CN([C@H](C)CO)C3=O)n(C)n1
→ 5.2, -16.2
C[C@@H]1CN([C@@H](C)CO)C(=O)c2cc(NS(=O)(=O)c3ccc(Cl)cc3)ccc2O[C@@H]1CN(C)Cc1ccncc1
→ ., 5.6
Cc1noc(C)c1S(=O)(=O)N(C)C[C@H]1OCCCC[C@@H](C)Oc2ccc(NC(=O)Nc3ccc4c(c3)OCO4)cc2C(=O)N([C@H](C)CO)C[C@@H]1C
→ -0.4, 2.2
Cc1ccc(S(=O)(=O)Nc2ccc3c(c2)C(=O)N([C@H](C)CO)C[C@@H](C)[C@H](CN(C)C(=O)NC(C)C)O3)cc1
→ 4.9, 11.7
C[C@@H]1CN([C@H](C)CO)C(=O)c2cccc(NC(=O)Nc3ccc4c(c3)OCO4)c2O[C@@H]1CN(C)Cc1ccccc1
→ -9.9, -13.1
Cc1ccc(S(=O)(=O)N(C)C[C@@H]2Oc3ncc(-c4ccccc4)cc3C(=O)N([C@H](C)CO)C[C@@H]2C)cc1
→ ., 24.3
C[C@@H]1CN([C@H](C)CO)C(=O)Cc2cc(NS(=O)(=O)c3ccc(F)cc3)ccc2O[C@@H]1CN(C)S(=O)(=O)c1ccccc1
→ 18.9, 51.6
C[C@H](CO)N1C[C@H](C)[C@H](CN(C)Cc2ccc(-c3ccccc3)cc2)Oc2c(NS(=O)(=O)c3cn(C)cn3)cccc2C1=O
→ -0.8, 3.2
C[C@@H]1CN([C@H](C)CO)C(=O)c2cc(NC(=O)Nc3cccc4ccccc34)ccc2O[C@@H]1CN(C)C
→ 5.2, -9.6
C[C@@H]1CN([C@@H](C)CO)C(=O)CCCn2cc(nn2)CO[C@H]1CN(C)Cc1cccc(C(F)(F)F)c1
→ ., -53.4
C[C@@H]1CCCCO[C@H](CN(C)C(=O)Nc2ccc3c(c2)OCO3)[C@@H](C)CN([C@H](C)CO)C(=O)c2cc(NS(C)(=O)=O)ccc2O1
→ 12.9, 0.2
Cc1noc(C)c1NC(=O)N(C)C[C@H]1Oc2c(NS(=O)(=O)c3ccccc3)cccc2C(=O)N([C@H](C)CO)C[C@@H]1C
→ 12.2, -30.3
O=C(CCCCCCC(=O)Nc1ccccc1O)N/N=C/c1cccc(O)c1O
→ -4.0, 11.5
CC(C)NC(=O)Nc1cccc2c1O[C@@H](CN(C)S(=O)(=O)c1cn(C)cn1)[C@@H](C)CN([C@H](C)CO)C2=O
→ 15.4, -30.9
COc1ccc(OC(=O)N(C)C[C@H]2OCc3cn(nn3)CCCC(=O)N([C@H](C)CO)C[C@@H]2C)cc1
→ ., -14.6
COc1ccc(S(=O)(=O)Nc2ccc3c(c2)C(=O)N([C@H](C)CO)C[C@@H](C)[C@@H](CN(C)Cc2ccc(Oc4ccccc4)cc2)O3)cc1
→ -13.8, -12.1
C[C@@H]1CCCCO[C@H](CN(C)Cc2ccc(C(F)(F)F)cc2)[C@@H](C)CN([C@H](C)CO)C(=O)c2cc(NS(=O)(=O)c3ccccc3)ccc2O1
→ -71.8, 37.7
C[C@@H]1CN([C@H](C)CO)C(=O)c2cc(NS(=O)(=O)c3ccc(F)cc3)ccc2O[C@H]1CN(C)C(=O)Nc1ccc(C(F)(F)F)cc1
→ -6.1, 2.2
C[C@@H]1CN([C@@H](C)CO)C(=O)c2cc(NC(=O)CCC(F)(F)F)ccc2O[C@H]1CN(C)C(=O)Nc1ccc(C(F)(F)F)cc1
→ -3.1, 0.3
COc1ccc(NC(=O)N(C)C[C@H]2Oc3c(NC(=O)c4ccc(-c5nccs5)cc4)cccc3C(=O)N([C@H](C)CO)C[C@H]2C)cc1
→ 3.7, 2.5
C[C@H]1CN([C@@H](C)CO)C(=O)Cc2cc(NC(=O)CCC(F)(F)F)ccc2O[C@H]1CN(C)C(=O)Nc1ccc(F)cc1
→ 8.9, 3.1
C[C@@H]1CN([C@H](C)CO)C(=O)c2cccc(NS(C)(=O)=O)c2O[C@H]1CN(C)Cc1ccc(-c2ccccc2)cc1
→ 3.4, -8.6
C[C@H](CO)N1C[C@H](C)[C@H](CN(C)Cc2ccc3c(c2)OCO3)Oc2ccc(NS(=O)(=O)c3cn(C)cn3)cc2C1=O
→ 5.9, -10.1
C[C@H]1CN([C@@H](C)CO)C(=O)c2cc(NC(=O)Cn3cnnn3)ccc2O[C@@H]1CN(C)Cc1ccc(Oc2ccccc2)cc1
→ -6.5, -37.4
Cc1ccc(S(=O)(=O)N(C)C[C@@H]2Oc3ccc(NC(=O)CCN4CCOCC4)cc3C(=O)N([C@@H](C)CO)C[C@@H]2C)cc1
→ ., -4.0
COc1ccc(S(=O)(=O)Nc2cccc3c2O[C@@H](CN(C)S(=O)(=O)c2ccc(Cl)cc2)[C@@H](C)CN([C@@H](C)CO)C3=O)cc1
→ 3.3, 37.0
Cc1ccc(S(=O)(=O)Nc2ccc3c(c2)C(=O)N([C@@H](C)CO)C[C@@H](C)[C@@H](CN(C)S(=O)(=O)c2cccs2)O3)cc1
→ ., -0.1
C[C@@H]1CN([C@H](C)CO)C(=O)Cc2cc(NC(=O)C3CCCCC3)ccc2O[C@@H]1CN(C)S(=O)(=O)c1ccc(Cl)cc1
→ -6.8, 7.0
C[C@@H]1CN([C@@H](C)CO)C(=O)Cc2cc(NS(=O)(=O)c3cccs3)ccc2O[C@@H]1CN(C)Cc1ccc(Cl)c(Cl)c1
→ -13.6, 50.8
COc1ccc(NC(=O)Nc2ccc3c(c2)CC(=O)N([C@@H](C)CO)C[C@@H](C)[C@@H](CN(C)S(=O)(=O)c2cn(C)cn2)O3)cc1
→ 2.7, -14.6
C[C@@H]1CN([C@H](C)CO)C(=O)c2cc(NC(=O)C3CC3)ccc2O[C@@H]1CN(C)Cc1ccccc1
→ 0.7, -9.0
C[C@@H]1CCCCO[C@H](CN(C)C(=O)c2ccncc2)[C@@H](C)CN([C@H](C)CO)C(=O)c2cc(NC(=O)c3ccccc3)ccc2O1
→ 1.2, -12.3
CNC[C@@H]1Oc2ccc(NS(C)(=O)=O)cc2C(=O)N([C@H](C)CO)C[C@H]1C
→ 4.2, -18.0
C[C@@H]1CN([C@H](C)CO)C(=O)Cc2cc(NC(=O)Cc3cn(C)c4ccccc34)ccc2O[C@H]1CN(C)Cc1ccccc1
→ -12.8, 22.7
C[C@H]1CN([C@@H](C)CO)C(=O)Cc2cc(NC(=O)C3CC3)ccc2O[C@@H]1CN(C)C(=O)Nc1ccc(F)cc1
→ -0.5, -5.3
C[C@@H]1CN([C@H](C)CO)C(=O)c2cccc(NC(=O)CCCCCC(=O)Nc3ccccc3N)c2O[C@@H]1CN(C)S(=O)(=O)c1ccc(F)cc1
→ -8.3, 60.9*
C[C@@H]1CN([C@@H](C)CO)C(=O)CCCn2nncc2CO[C@H]1CN(C)C(=O)Nc1ccc(N2CCCCC2)cc1
→ ., -10.1
C[C@@H]1CN([C@@H](C)CO)C(=O)c2cc(NC(=O)NC3CCCCC3)ccc2O[C@H]1CN(C)Cc1ccc(Oc2ccccc2)cc1
→ -42.6, -25.8
C[C@@H]1CN([C@@H](C)CO)C(=O)CCCn2cc(nn2)CO[C@@H]1CN(C)Cc1ccc(C(F)(F)F)cc1
→ 4.1, -9.7
O=C(NO)c1cccc(C(=O)N/N=C/c2ccccc2OCCO)c1
→ 10.0, -12.6
O=C(O)c1ccc(/C=N/NC(=O)c2ccccc2O)cc1
→ -25.8, -22.1
Cc1noc(C)c1S(=O)(=O)Nc1ccc2c(c1)CC(=O)N([C@H](C)CO)C[C@@H](C)[C@@H](CN(C)C(=O)Nc1ccc(F)cc1)O2
→ 0.7, -4.4
CC1(C)COC(CCC/C=N/NC(=O)CCCCCC(=O)O)OC1
→ 9.2, -30.3
C[C@H]1CN([C@@H](C)CO)C(=O)c2cccc(NC(=O)Nc3ccc(F)cc3)c2O[C@@H]1CN(C)C(=O)Nc1ccc(C(F)(F)F)cc1
→ 0.8, -0.7
C[C@H](CO)N1C[C@H](C)[C@@H](CN(C)Cc2ccc(Oc3ccccc3)cc2)Oc2c(NC(=O)C3CCCCC3)cccc2C1=O
→ -61.7, 75.0*
C[C@H](CO)N1C[C@H](C)[C@H](CN(C)S(=O)(=O)c2cn(C)cn2)Oc2ccc(NC(=O)CCN3CCOCC3)cc2C1=O
→ 1.3, -22.4
COc1ccc(S(=O)(=O)Nc2cccc3c2O[C@H](CN(C)Cc2ccc(Oc4ccccc4)cc2)[C@H](C)CN([C@H](C)CO)C3=O)cc1
→ -53.5, 8.7
CC(C)NC(=O)Nc1ccc2c(c1)C(=O)N([C@H](C)CO)C[C@H](C)[C@H](CN(C)S(=O)(=O)c1cn(C)cn1)OCCCC[C@@H](C)O2
→ 4.4, -20.9

# Additional compounds follow:
# Order of values – INS-1E rescue, T cruzi intra
Cc1noc(C)c1S(=O)(=O)Nc1ccc2c(c1)C(=O)N([C@H](C)CO)C[C@@H](C)[C@@H](CN(C)Cc1ccc(Oc3ccccc3)cc1)O2
→ -19.8, 25.1
C[C@H](CO)N1C[C@H](C)[C@H](CN(C)CC2CCCCC2)Oc2ccc(NC(=O)CCN3CCOCC3)cc2C1=O
→ -4.9, 4.8
C[C@@H]1CN([C@@H](C)CO)C(=O)c2cc(NS(=O)(=O)c3cn(C)cn3)ccc2O[C@@H]1CN(C)S(=O)(=O)c1cccs1
→ -3.2, 1.6
C[C@H](CO)N1C[C@H](C)[C@H](CN(C)S(=O)(=O)c2cccs2)Oc2ccc(NC(=O)C3CCCCC3)cc2CC1=O
→ 5.2, -13.0
C[C@@H]1CN([C@H](C)CO)C(=O)Cc2cc(N(C)C)ccc2O[C@@H]1CN(C)Cc1ccncc1
→ -1.8, -15.2
C[C@@H]1CCCCO[C@H](CN(C)Cc2ccncc2)[C@@H](C)CN([C@H](C)CO)C(=O)c2cc(NS(=O)(=O)c3ccccc3)ccc2O1
→ 1.5, -17.3
Cc1ccc(S(=O)(=O)N(C)C[C@H]2Oc3ccc(NC(=O)C4CCCCC4)cc3C(=O)N([C@@H](C)CO)C[C@H]2C)cc1
→ -7.3, 20.3
C[C@@H]1CN([C@@H](C)CO)C(=O)c2cc(NC(=O)CCN3CCOCC3)ccc2O[C@H]1CN(C)Cc1ccc(C(=O)O)cc1
→ -4.1, 2.3
C[C@@H]1CN([C@H](C)CO)C(=O)c2cccc(NC(=O)Nc3ccccc3)c2O[C@H]1CN(C)C(=O)Nc1ccc(C(F)(F)F)cc1
→ 2.9, 0.0
Cc1ccc(S(=O)(=O)N(C)C[C@@H]2Oc3ccc(NC(=O)C4CCCCC4)cc3CC(=O)N([C@H](C)CO)C[C@@H]2C)cc1
→ 4.8, 6.4

# 3 entries out of the list, arranged by heavy-atom count, lowest first.
# Order of values – INS-1E rescue, T cruzi intra
C[C@@H]1CN([C@H](C)CO)C(=O)Cc2cc(N(C)C)ccc2O[C@@H]1CN(C)Cc1ccncc1
→ -1.8, -15.2
C[C@@H]1CN([C@@H](C)CO)C(=O)c2cc(NS(=O)(=O)c3cn(C)cn3)ccc2O[C@@H]1CN(C)S(=O)(=O)c1cccs1
→ -3.2, 1.6
Cc1ccc(S(=O)(=O)N(C)C[C@@H]2Oc3ccc(NC(=O)C4CCCCC4)cc3CC(=O)N([C@H](C)CO)C[C@@H]2C)cc1
→ 4.8, 6.4

# Compound activity (PubChem BioAssay)
